# Source: PubChem
# VHR inh color: VHR1 phosphatase inhibitors, primary screen, biochemical, colorimetric, HTS; AID 1992, 2009; 50,000 compounds, 0.7% hits; inhibition, % at 20 µM; recombinant VHR phosphatase, colorimetric substrate read-out; Dual specificity protein phosphatase 3 (Homo sapiens), P51452; in the data active = inhibition above about 60%; also: some results filed as inactive read as strong as hits
# Target sequence (P51452 whole entry, looked up): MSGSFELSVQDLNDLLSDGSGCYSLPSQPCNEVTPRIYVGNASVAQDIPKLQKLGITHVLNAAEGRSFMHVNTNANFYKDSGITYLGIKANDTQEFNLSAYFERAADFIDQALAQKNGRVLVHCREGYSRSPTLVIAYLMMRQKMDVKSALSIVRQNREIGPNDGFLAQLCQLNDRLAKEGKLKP
# The depositor's hits bear a star.
compound	VHR inh color
CC1CN(c2ccc(Cl)cc2[N+](=O)[O-])CCN1S(C)(=O)=O (stereo not drawn)	-2.5
Cc1nn(-c2ccccc2)c(C)c1S(=O)(=O)O	-6.5
CCC(CC)N=C1NS(=O)(=O)c2cc([N+](=O)[O-])ccc21	0.1
COc1ccc(CNC(=O)c2cc(Cl)ccc2Cl)cc1	-16.0
COCCNC(=O)c1cnn2c(-c3ccccc3)cc(-c3ccccc3)nc12	20.0
Cc1cc(OCC(O)CN2CCN(Cc3ccccc3)CC2)ccc1C(C)C (stereo not drawn)	-6.1
COc1cc(C=O)c(Br)cc1OCc1ccc(Cl)cc1Cl	-3.5
Cc1nc(C)c(C(=O)NNC(=O)c2cccc([N+](=O)[O-])c2C(=O)O)s1	-16.4
Cc1cccc(OCCCN2CCCC2)c1C	-16.7
CC1=C(C)CC2C(=O)N(c3ccc(-c4ccc([N+](=O)[O-])cc4)cc3)C(=O)C2C1 (stereo not drawn)	-16.3
COc1ccccc1NC(=O)CC1S/C(=N\N=C(/C)C(C)(C)C)NC1=O (stereo not drawn)	-3.4
O=C1NC(=O)N(c2ccccc2)C(=O)/C1=C\c1ccc(-c2cccc(C(=O)O)c2)o1	-24.5
Cc1ccccc1N(C=O)C(=O)C1C(C)C2C=CC1C21CC1 (stereo not drawn)	-3.9
O=C1NC(=S)NC(=O)C1=Cc1ccc(O)c(O)c1	-6.9
COc1cc(/C=C/C(=O)O)ccc1S(=O)(=O)Nc1ccc(C(=O)O)cc1	-20.1
Oc1ccc(Br)cc1CN1CCN(Cc2cccc(F)c2)CC1	-3.4
COc1ccc(NC(=O)c2sc(N)c(C(=O)OC(C)C)c2C)cc1	16.8
COc1ccc(C2=NCCNC(C(F)(F)F)=C2)cc1	6.4
COc1ccc(C2NC(=O)CCC2[N+](=O)[O-])c(OC)c1OC (stereo not drawn)	-4.6
NC1=NC2(CCCCC2)N=C(Nc2ccc(F)cc2F)N1	-16.9
Cc1ccsc1C=NN1CCN(Cc2ccccc2)CC1	10.5
COc1cccc(OCCCN2CCOCC2)c1	-2.1
O=C(Nc1ccccc1)Nc1nc(C(c2ccccc2)c2ccccc2)cs1	88.4*
O=C(COc1ccc2ccccc2c1)N1CCc2ccccc21	6.7
O=c1c2ccccc2nc(/C=C/c2ccccc2[N+](=O)[O-])n1-c1cccc2ccccc12	-32.2
CCOc1ccc(N2C(=O)CC(Cc3ccccc3)C2=O)cc1 (stereo not drawn)	-12.8
O=C(Nc1ccc(Cl)cc1)Nc1nnc(-c2cccc(Br)c2)s1	-17.1
COc1ccc(C(=O)N2CCN(Cc3cccc(C)c3)CC2)cc1	-5.0
C=CCOc1ccc(/C=C2\SC(=S)N(C)C2=O)cc1OC	30.3
COc1cccc(/C=C2/SC(=S)N(CCC(=O)Nc3nnc(C)s3)C2=O)c1	-9.7
CC(=O)c1ccc(NC2=C(Cl)C(=O)c3ccccc3C2=O)cc1	8.0
Cc1c(Cl)cccc1NC(=O)C(C)C	-32.2
CN(C)CCNc1ncnc2ccc(Br)cc12	4.6
CC(=O)C(=Nc1ccccc1Cl)NNc1cccc(Cl)c1C	-0.9
Fc1ccc(NC(=S)Nc2ccc(Br)c(Cl)c2)cc1	0.1
COc1ccc(Br)cc1/C=C1/SC(=S)N(c2cccc(C(F)(F)F)c2)C1=O	-6.5
O=C1NC(=O)N(Cc2ccccc2)C(=O)/C1=C/c1ccc2c(c1)OCO2	14.7
CCN(CC)c1ccc(NC(=O)CCN2C(=O)c3ccccc3C2=O)cc1	-21.8
O=C1/C(=C/c2cccc(Br)c2)SC(=S)N1CC(=O)N(CCO)c1ccccc1	29.1
Cc1cc(Br)ccc1N1C(=O)/C(=C/c2cc(C)n(C)c2C)C(=O)NC1=S	24.3

# Individual results from the results shown.
# Result of CN(C)CCNc1ncnc2ccc(Br)cc12 in VHR inh color: 4.6
# Result of Fc1ccc(NC(=S)Nc2ccc(Br)c(Cl)c2)cc1 in VHR inh color: 0.1
# Result of CCN(CC)c1ccc(NC(=O)CCN2C(=O)c3ccccc3C2=O)cc1 in VHR inh color: -21.8
# Result of O=C1/C(=C/c2cccc(Br)c2)SC(=S)N1CC(=O)N(CCO)c1ccccc1 in VHR inh color: 29.1
# Result of CC(=O)C(=Nc1ccccc1Cl)NNc1cccc(Cl)c1C in VHR inh color: -0.9
# Result of Cc1cc(Br)ccc1N1C(=O)/C(=C/c2cc(C)n(C)c2C)C(=O)NC1=S in VHR inh color: 24.3

# (continued)
compound	VHR inh color
CCOC(=O)c1csc(NC(=O)c2ccc(C(=O)c3ccccc3)cc2)n1	-2.6
O=C(O)/C=C/C(=O)Nc1ccc(N2CCCCC2)cc1	-4.6
O=C(/C=C\c1ccccc1)Nc1ccc(NC(=O)c2ccco2)cc1	11.5
O=C(O)CCCN1C(=O)C(=O)/C(=C(/O)c2ccccc2)C1/C=C/c1ccccc1 (stereo not drawn)	1.2
CCn1cc(C(=O)O)c(=O)c2cc(-c3ccc([N+](=O)[O-])o3)c(Cl)cc21	-6.8
COc1ccccc1OCCCc1c(C)n[nH]c1C	-6.2
CSc1nc(O)c(Cc2ccccc2)c(=O)n1-c1ccccc1	9.2
CCCC(C)NC(=O)c1ccc(-c2ccccc2)cc1 (stereo not drawn)	-5.7
CC(C)(C)/C(O)=C/c1nc2cc([N+](=O)[O-])ccc2[nH]c1=O	98.9
COC(=O)c1ccc(COc2cc3oc(=O)cc(-c4ccccc4)c3cc2Cl)cc1	97.9*
Cc1ccccc1OCC(=O)N1N=C(c2ccc(F)cc2)CC1(O)C(F)(F)F (stereo not drawn)	-3.9
CCOc1ccc(N2C(=O)/C(=C/c3ccc(C(C)C)cc3)C(=O)NC2=S)cc1	-10.4
COc1cccc(N2C(=O)NC(=O)/C(=C/C=C/c3ccco3)C2=O)c1	72.3
CCOC(=O)c1c(NC(=O)c2c(C(=O)O)cccc2[N+](=O)[O-])sc(C)c1C	-3.9
CCCOc1cccc(C(=O)Nc2cccc(OC)c2)c1	-20.3
O=C(Nc1cccnc1)C1CC2CCC1C2 (stereo not drawn)	-15.7
O=C(NN=C1c2ccccc2-c2ccccc21)c1ccccn1	1.7
CS(=O)(=O)N(CC(=O)NC1CC1)c1ccc(Oc2ccccc2)cc1	1.0
Cc1cccc2c1nc1s/c(=C\c3cc4c(cc3Cl)OCO4)c(=O)n12	3.1
CC(C)(C)c1csc(NC(=O)COc2ccc(F)cc2)n1	1.7
Cc1ccc(-c2cc3nc(C)c(C)c(=O)n3[nH]2)cc1	-9.9
CCOC(=O)C1=C(N)Oc2c(ccc3ccccc23)C1c1ccc(OC)cc1 (stereo not drawn)	-8.7
COc1ccc(C(CC(=O)c2ccc(C)cc2)Nc2ccc(I)cc2)cc1OC (stereo not drawn)	-14.9
Cc1cccc(NC(=O)c2cnccn2)c1C	29.3
CCOC(=O)c1c(NC(=S)NCc2ccccc2)sc2c1CC(C)(CC)OC2 (stereo not drawn)	7.7
CCN(CC)c1ccc(C=C2C(=O)NC(=S)NC2=O)cc1[N+](=O)[O-]	-8.5
CC(C)=NNC(=O)CN(C1=NS(=O)(=O)c2ccccc21)c1ccccc1	-12.1
CCC(=O)Oc1cc2oc(CC)c(-c3nc(C)cs3)c(=O)c2cc1CC	-25.7
O=C(CN1C2=NCCCN2c2ccccc21)c1ccc(Br)cc1	-6.5
COc1ccc(/C=C2\SC(=S)N(CCCCCC(=O)N3CCN(C)CC3)C2=O)cc1	-12.3
COCCNC(=O)/C(=C/c1ccco1)NC(=O)c1ccc(OC)cc1	-31.4
Cc1cc(C(=O)Nc2ccccc2C(=O)O)ccc1NC(=O)CC(C)C	-2.4
Cc1ccc(-c2nc3cc(Cl)ccc3o2)cc1NC(=O)C(C)C	4.1
COC(=O)c1ccc(/C=N/NC(=O)CC2C(=O)NN=C2C)cc1 (stereo not drawn)	2.1
Cc1cccc(N2C(=O)NC(=O)/C(=C\c3cc(C)n(-c4cccnc4)c3C)C2=O)c1	-9.6
CCOc1ccc(N(CC(=O)Nc2ccc(OC)cc2OC)S(=O)(=O)c2ccccc2)cc1	-1.1
Nc1nnnn1CC(=O)N/N=C/c1ccc(Cl)cc1	-34.6
O=C(Nc1ccc2ccccc2c1)C1COc2ccccc2O1 (stereo not drawn)	4.7
O=[N+]([O-])c1cccc(N=Cc2ccc[nH]2)c1	-7.5
CCOC(=O)c1sc(NC(=O)c2cc(Cl)ccc2[N+](=O)[O-])c(C(=O)OCC)c1C	-6.8
CCCS(=O)(=O)c1c(S(=O)(=O)CCC)c2ccccn2c1C(=O)c1ccc(C)cc1	-3.7
Cc1cc(C)cc(N(CC(=O)NCc2ccco2)S(=O)(=O)c2ccccc2)c1	-33.7
COc1cccc(C(=O)Nc2cccc3ccccc23)c1	-11.7
COc1ccc([N+](=O)[O-])cc1-c1ccc(/C=N\Nc2ccc([N+](=O)[O-])cn2)o1	12.6
CCOC(=O)c1sc(NC(=O)COc2ccc(Cl)cc2Cl)c(C(=O)OCC)c1C	-21.3
Cc1c(NC(=O)CN(c2ccc(Oc3ccccc3)cc2)S(C)(=O)=O)c(=O)n(-c2ccccc2)n1C	-18.4
CCc1ccc(-c2csc(NC(=O)C3C4CCC(C4)C3C(=O)O)n2)cc1 (stereo not drawn)	16.5
CCOC(=O)c1cnc2cc(-c3cccc(F)c3)[nH]n2c1=O	-17.1
Cn1c(SCC(=O)N/N=C/c2ccc(O)cc2O)nc2ccccc21	1.3
O=C(Nc1cc(C(F)(F)F)ccc1Cl)c1ccccc1[N+](=O)[O-]	-17.9
CCOC(=O)C1=C(C)N=c2s/c(=C\c3ccc(C)cc3)c(=O)n2C1c1ccc(OC)cc1 (stereo not drawn)	-16.3
Cc1ccc(/C=C/C(=O)Nc2ccccc2Cl)o1	6.9
O=C(Nc1ccccc1)c1ccc(CN2CCN(c3ccccc3)CC2)cc1	-5.1
COc1ccc(C(=O)Nc2ccc(N3CCOCC3)cc2)cc1OC	-21.1
COc1ccc(Cl)cc1C(=O)Nc1nc(-c2ccc(Cl)cc2Cl)cs1	-5.3
CCc1ccc(NC(=O)/C=C/c2ccc(OC)cc2)cc1	-22.4

# Entries above with an aryl thioether with sulfur outside any ring (2):
compound	VHR inh color
CSc1nc(O)c(Cc2ccccc2)c(=O)n1-c1ccccc1	9.2
Cn1c(SCC(=O)N/N=C/c2ccc(O)cc2O)nc2ccccc21	1.3

# More results follow.
compound	VHR inh color
COc1ccc(OC)c(N(CC(=O)NC(C)(C)CO)S(=O)(=O)c2ccccc2)c1	-34.4
O=C(CSc1nc2ccc([N+](=O)[O-])cc2[nH]1)c1ccc2ccccc2c1	-2.3
O=C(NCCc1cccc(Cl)c1)c1cccc([N+](=O)[O-])c1	-4.7
C=CCn1cc(F)c(=O)n(CC=C)c1=O	-0.1
Cc1cccc(OCC(=O)N=Nc2c(O)[nH]c3ccc([N+](=O)[O-])cc23)c1	-3.5
CC(=O)/C(N=Nc1ccc2c(c1)OCCO2)=C(\C)O	-0.6
COC(=O)c1ccc(COc2ccc3c(C)cc(=O)oc3c2)cc1	-11.5
COc1ccc(NC(=O)Nc2ccccc2)c(OC)c1	-3.6
O=C1OC(c2cccc(F)c2)=N/C1=C\c1cccs1	-23.9
COc1ccccc1-c1coc2cc(OC(=O)c3ccco3)ccc2c1=O	-10.9
O=C(O)C(c1ccccc1)C(C(=O)O)c1ccccc1 (stereo not drawn)	-5.1
CCCc1c(C)[nH]c2ccc(NC(C)=O)cc2c1=O	-81.2
COc1cc(C(=O)Nc2ccc(NC(=O)c3cccs3)c(C)c2)cc(OC)c1OC	-1.5
COc1ccc(-n2nc3cc(C)c(NC(=O)c4ccc(C)cc4)cc3n2)cc1	-5.9
O=C1OC(c2ccc(F)cc2)=N/C1=C\c1cccc(Br)c1	14.8
CCN1C(=O)/C(=C2\SC(=S)N(c3cc(OC)ccc3OC)C2=O)c2ccccc21	-10.2
O=C(NCCCN1CCOCC1)c1ccc(S(=O)(=O)N2CCOCC2)cc1	-30.6
Cc1ccc(-c2nc3ncccc3o2)cc1NC(=O)c1cccc([N+](=O)[O-])c1	1.7
Cc1ccc(-c2noc(COc3ccc(C(C)(C)C)cc3)n2)cc1	-3.5
O=[N+]([O-])c1ccc(/C(=N/O)c2ccncc2)cc1	0.0
Cc1ccc(O)c(N2C(=O)c3ccc(C(=O)c4cccc([N+](=O)[O-])c4)cc3C2=O)c1	-6.5
COc1ccc(S(=O)(=O)N2CCN(Cc3ccccc3C(F)(F)F)CC2)cc1	1.1
Cc1cc(NC(=O)/C=C/c2ccccc2Cl)ccc1Br	-80.3
O=C(O)c1cccc(NCCC(=O)c2ccccc2)c1	-5.9
Cc1ccc(C(=O)Nc2ccc(-c3nc4cc5ccccc5cc4[nH]3)cc2)cc1[N+](=O)[O-]	-35.0
CC(C)(Oc1ccc(CCNC(=O)c2ccc(-c3ccc(Cl)cc3)o2)cc1)C(=O)O	-21.8
C=CCc1c(C)nc2cc(-c3ccc(F)cc3)[nH]n2c1=O	-4.9
Cc1cc2nc(SCc3ccccc3Cl)[nH]c2cc1C	18.4
O=C1CCC(=O)N1c1ccc(-c2nc3ccc(N4C(=O)CCC4=O)cc3[nH]2)cc1	-11.2
COc1ccc(NC(=O)C2=C(C)NC(=S)NC2c2ccc(Br)cc2)cc1 (stereo not drawn)	3.9
CC(C)(C)c1ccc(OCC(=O)Nc2ccc3oc(-c4cccnc4)nc3c2)cc1	-14.6
O=C(ON=C1c2ccccc2-c2ccccc21)c1ccccc1F	-21.5
Cc1[nH]n(-c2ccc([N+](=O)[O-])cc2)c(=O)c1C=NCc1ccc(Cl)cc1	-6.6
COCCOC(=O)C1=C(C)NC2=C(C(=O)CCC2)C1c1ccc(OCc2ccccc2)c(OC)c1 (stereo not drawn)	-3.0
Cc1ccoc1C(=O)Nc1cccc2ccccc12	-10.1
CCOc1ccccc1NC(=O)c1cc2cc([N+](=O)[O-])ccc2oc1=O	-19.5
CS(=O)(=O)N(CC(=O)Nc1ccc(Oc2ccccc2)cc1)c1ccc(Cl)cc1	-17.7
COc1ccc(C2NC(c3ccc(OC)cc3)C(c3ccccc3)C(=O)C2c2ccccc2)cc1 (stereo not drawn)	6.4

# A portion of the library; rates above refer to the full screens.
